Source: PubChem BioAssay (several laboratories)
b-catenin transl – modulators of beta-catenin nuclear translocation | HeLa beta-catenin nuclear translocation, immunofluorescence imaging | nuclear translocation activity, % at 5 µM | 190,000 tested, 0.3% active;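 active means nuclear translocation activity above 50% at 5 µM, with a well cell count of 50 or more; inconclusive means wells under 50 cells across six images, flagged as toxic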;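 further: per-cell ratio of nuclear to cytoplasmic median beta-catenin stain intensity; plate controls were DMSO negative control for no effect and GSK-3 inhibitor IX positive control for full effect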
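Test system: HeLa cells, endogenous beta-catenin; Compound: single 5 µM dose plus 0.02–20 µM confirmation series; Times: compound exposure 24 h at 37°C; Signal: fluorescence imaging of beta-catenin antibody stain plus DAPI; Read-out: % activation, nuclear-to-cytoplasmic median beta-catenin signal ratio per cell.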
T cell modulator – T cell immune modulation candidate | 330,000 tested, 0.068% active | calls only at 7 µM | 2C CD8+ T cell-vesicle binding, flow cytometry; active compounds read low;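 active means response, share of CD8 T cells binding vesicles, and their 90th percentile fluorescence all below set limits, cut at about 80% in these data, passing the limit was not always enough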
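Read-out – percent CD8+ FL2 mean versus row control · System – murine 2C transgenic CD8+ T lymphocytes · Times – 1.5 h cell–vesicle binding at 37 °C, then 20 min icy labelling · Control set – naked vesicles low, QL9 vesicles with vehicle high · Detection – cytometric PE anti-B7-1 and Alexa647 anti-CD8 signals after 1% paraformaldehyde fixation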
Large T inhibition – TAg ATPase/helicase activity blockers – biochemical (AID 1903); inhibition, % at 20 µM, or IC50 in µM where a hit was titrated; SV40 large T antigen ATPase/helicase inhibition assay; higher % means a stronger effect; 310,000 tested, 0.39% active; in the data active means a potency from the dose series; inconclusive means inhibition mostly from about 32% at the one dose, without a potency; inactive means the rest, 99 in 100 with inhibition below about 32%; further: strong numbers were not always called active
Salmonella PhoP GFP – inhibitors of PhoP regulon expression, primary screen, Salmonella Typhimurium, GFP reporter (AID 1863); S. Typhimurium PhoP-regulated promoter GFP reporter, 4 h; higher % means a stronger effect; 300,000 tested, 0.16% active; one-dose inhibition, % at 50 µM; IC50 in µM for titrated hits;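 active means inhibition over 29.93%, a cutoff 3 SD above the screen mean, later confirmed by dose response; inconclusive means inhibition over 29.93% but no dose response follow-up; inactive means inhibition at most 29.93% or unconfirmed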;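 further: 0% = low Mg2+ inducing control and 100% = high Mg2+ repressing control; strong numbers were not always called active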
WT yeast gro inh – growth inhibition of WT yeast, mitochondrial fusion screen | mitochondrial fusion phenotypic screen, WT strain | inhibition, % at 10 µM | 190,000 tested, 2.1% active; in the data active means inhibition above about 58%; tested in S. cerevisiae
Myeloid diff MLP – myeloid differentiation induction; ER-HoxA9 myeloid progenitors, lysozyme-GFP differentiation, flow cytometry; calls only at 10 µM; 360,000 tested, 1% active; AID 624256;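 active means normalized GFP-positive differentiation at or above the plate's own cutoff, the solvent-only control mean plus 3 SD; inconclusive means no clear call, values can overlap the other calls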;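 further: cells exposed to compound for four days before flow analysis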
West Nile virus CPE – inhibition of WNV-induced cytopathic effect – cell-based, CPE readout (AID 1621) | West Nile virus-infected cells, CPE inhibition; higher % means a stronger effect | 290,000 tested, 0.02% active | CPE inhibition, % at 10 µM; hits with a dose series show IC50 in µM; in the data active means a potency from the dose series; inconclusive means CPE inhibition mostly from about 3.7% at the one dose, without a potency; inactive means the rest, 99 in 100 with CPE inhibition below about 2.2%; further: strong numbers were not always called active
RSV CPE inhibition – inhibition of RSV-induced cytopathic effect – HEp-2 cells, primary 10 µM value included (AID 2391). HEp-2 cells, RSV-induced CPE inhibition; higher % means a stronger effect. CPE inhibition, % at 10 µM, or IC50 in µM where a hit was titrated. 310,000 tested, 0.13% active; in the data active means a potency from the dose series; inconclusive means CPE inhibition mostly from about 23% at the one dose, without a potency; inactive means the rest, 99 in 100 with CPE inhibition below about 21%; further: strong numbers were not always called active
MgcRacGAP inhibition – MgcRacGAP GTPase-activating activity inhibitors, confirmation, biochemical, ADP Hunter fluorescence | MgcRacGAP-stimulated Rac1 GTP hydrolysis, ADP Hunter fluorescence; higher % means a stronger effect; GST-tagged Rac1 F28L mutant substrate | inhibition, % at 30 µM; hits with a dose series show IC50 in µM | 340,000 tested, 0.6% active | AID 624330;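 active means first-screen hits whose inhibition reached a set limit at any dose in the follow-up dose series; inconclusive means inhibition above the set first-screen limit but never retested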;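 further: fluorescence reports GDP produced by GAP-driven GTP hydrolysis; strong numbers were not always called active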
WT yeast gro inh mutant strain – further read-out of WT yeast gro inh, marked with its call; inhibition, %; mitochondrial fusion phenotypic screen, mutant strain inhibition
b-catenin transl cell count 5 µM – also measured in b-catenin transl; calls as there; cell count; measured here: cell count, cytotoxicity flag
T cell modulator vesicle-bound % – recorded beside T cell modulator, whose call it bears; double positive events, %; measured here: CD8+ vesicle-bound cell fraction;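 binding gate set so that unloaded-vesicle control wells show 10% double positive cells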
Myeloid diff MLP GFP+ MAC1+ % – recorded beside Myeloid diff MLP, whose call it bears; GFP+ MAC1+ double positive, %; measured here: differentiation confirmed by MAC1 staining
The depositor's hits bear a star; i = inactive; ? = inconclusive; / = no result given; + = active, no number.

SMILES	b-catenin transl	b-catenin transl cell count 5 µM	T cell modulator	T cell modulator vesicle-bound %	Large T inhibition	Salmonella PhoP GFP	WT yeast gro inh	WT yeast gro inh mutant strain	Myeloid diff MLP	Myeloid diff MLP GFP+ MAC1+ %	West Nile virus CPE	RSV CPE inhibition	MgcRacGAP inhibition
CC(=O)Nc1ccc(/C=C/c2ccc3cccc([N+](=O)[O-])c3n2)cc1	-0.5	1282	i	30	-2%	-5%	/	/	+	2.7*	0.0%	-2.1%	13%
COCC(=O)Nc1nc(-c2ccccc2)ns1	2.5	1039	i	62	16%	2%	14	-2	i	7.1	0.2%	2.6%	12%
CCN1C(=O)CC(NCc2ccc(S(N)(=O)=O)cc2)C1=O (stereo unspecified)	1.7	1327	i	32	16%	-4%	/	/	i	0.1	0.3%	-0.7%	0%
COc1ccccc1-c1nnc(SCC(=O)N2CC(C)CC(C)C2)o1 (stereo unspecified)	/	/	i	34	2%	-9%	9	13	i	1.4	-0.2%	2.1%	9%
O=C(CN1C(=O)c2cccc3cccc1c23)NC1CCCCC1	/	/	i	35	9%	-7%	/	/	i	1.1	-0.3%	3.2%	8%
CCOC(=O)C1=C(N)N2C(=O)C(C)SC2=C(C(=O)OCC)C1c1ccccc1 (stereo unspecified)	1.0	429	i	28	6%	15%	24	-4	i	0.8	-0.1%	1.1%	-9%
COC(=O)Cn1c2ccc(OC)cc2c2nc(C)sc21	0.3	1297	i	39	26%	-9%	/	/	i	0.3	-0.3%	1.0%	14%
CCOC(=O)C1CCCN(C(=O)c2cc(-c3ccc(C)cc3)on2)C1 (stereo unspecified)	-0.1	1190	i	9	4%	13%	18	-2	i	4.2	-0.6%	3.0%	20%
COc1ccc(CCNC(=O)C2CCN(S(=O)(=O)N3CCCCCC3)CC2)cc1OC	-3.6	906	i	17	3%	7%	2	3	i	0.1	/	0.7%	5%
CCNS(=O)(=O)c1ccc(NC(=O)CC(C)c2ccccc2)cc1 (stereo unspecified)	-4.2	1050	i	63	5%	-6%	0	3	i	0.1	-0.4%	0.2%	-1%
CC(C)C(c1nnnn1Cc1ccco1)N1CCC(C(N)=O)CC1 (stereo unspecified)	-6.4	583	i	58	15%	-4%	-5	-9	i	0.8	0.2%	1.5%	7%
NC(N)=N/N=C/c1cccc([N+](=O)[O-])c1O	2.9	923	i	35	20%	9%	-1	-8	i	0.2	-0.3%	0.6%	6%
CCOC(=O)C(=O)N=Nc1c(O)n(C)c2ccccc12	-0.1	1044	i	16	1%	0%	-8	2	i	0.1	-0.2%	-1.2%	5%
O=C(c1ccc(Br)s1)N1CCN(Cc2ccc3c(c2)OCO3)CC1	-0.1	1143	i	26	4%	26%	13	33	i	4.8	-0.3%	0.9%	3%
CN(C)S(=O)(=O)N1CCN(S(=O)(=O)N2CCOCC2)CC1	-0.2	1557	i	33	14%	1%	4	10	i	0.1	-0.4%	0.6%	3%
CCOc1ccc2nc(SCC(=O)NCc3ccc(S(N)(=O)=O)cc3)sc2c1	/	/	i	60	7%	1%	/	/	i	1.0	0.0%	4.8%	10%
Cn1c(N)c(S(=O)(=O)N2CCN(Cc3ccccc3)CC2)c(=O)n(C)c1=O	0.3	1117	i	67	3%	4%	16	4	i	0.0	0.1%	0.3%	9%
C=C(C)C1CCC(C)=C1COC(=O)Nc1ccccc1 (stereo unspecified)	1.5	1017	i	19	5%	-11%	47	22	/	/	0.0%	1.6%	11%
CN1CCN(S(=O)(=O)c2ccc(-c3ccc(Cl)cc3)cc2)CC1	/	/	i	22	24%	1%	-14	-5	i	6.0	-0.7%	4.1%	-2%
O=C(Nc1ccccc1)NC1(C(=O)NCc2ccco2)CCCCC1	-3.6	1220	i	25	12%	-8%	-15	0	i	0.9	-0.6%	0.5%	3%

As entered above:
RSV CPE inhibition with `CN1CCN(S(=O)(=O)c2ccc(-c3ccc(Cl)cc3)cc2)CC1` = 4.1%
MgcRacGAP inhibition with `CCOC(=O)C(=O)N=Nc1c(O)n(C)c2ccccc12` = 5%
Myeloid diff MLP GFP+ MAC1+ % with `NC(N)=N/N=C/c1cccc([N+](=O)[O-])c1O` = 0.2

More records follow.
SMILES	b-catenin transl	b-catenin transl cell count 5 µM	T cell modulator	T cell modulator vesicle-bound %	Large T inhibition	Salmonella PhoP GFP	WT yeast gro inh	WT yeast gro inh mutant strain	Myeloid diff MLP	Myeloid diff MLP GFP+ MAC1+ %	West Nile virus CPE	RSV CPE inhibition	MgcRacGAP inhibition
COc1cc(CC(=O)Nc2ccc(Cl)c(C(F)(F)F)c2)cc(OC)c1OC	3.4	446	i	32	10%	-9%	25	12	i	0.8	-1.8%	6.6%	8%
COc1ccc(/C(C)=N/NC(=O)Cc2ccc(Cl)cc2)cc1	/	/	i	8	11%	-3%	/	/	i	0.8	-0.9%	2.0%	-22%
COc1ccc(OC)c(N(CC(=O)Nc2cccnc2)S(C)(=O)=O)c1	-11	1004	i	21	5%	-5%	-15	-16	i	1.6	0.0%	-0.3%	0%
Cc1ccccc1Cc1ccc(Cl)nn1	-1.7	1113	i	6	10%	7%	-28	6	i	0.3	-0.1%	-0.4%	11%
COc1ccc(Nc2c3c(nc4c(-c5ccccc5)c(C)nn24)CCC3)cc1	-0.9	1001	i	43	18%	3%	62*	18*	i	0.7	-0.8%	3.8%	-5%
Cc1c(C(=O)N(Cc2ccc(N(C)C)cc2)CC2CCCO2)oc2ccccc12 (stereo unspecified)	/	/	i	9	14%	-7%	/	/	i	0.7	-0.3%	9.7%	3%
Cc1nc(SCC(=O)Nc2ccc(Cl)cc2[N+](=O)[O-])nc(C)c1C	-2.0	567	i	34	7%	-4%	-16	16	i	0.6	-0.9%	2.9%	7%
CC(C)n1cc(/C=N/Nc2ccc(C(=O)O)cc2)c2ccccc21	/	/	i	55	22%	-7%	/	/	i	0.6	0.5%	11%	24%
Cc1cc(=O)c2ccc(C(F)(F)F)cc2[nH]1	-0.8	1320	i	24	2%	10%	/	/	i	0.6	-0.5%	1.7%	7%
CCCCNC(=O)NCCN1CCOCC1	-0.9	1351	i	54	4%	-5%	/	/	i	0.4	0.3%	1.8%	8%
O=C1NC(=Nc2ccc(Cl)cc2)SC1Cc1cccc(Cl)c1Cl (stereo unspecified)	-0.8	922	i	41	13%	-7%	-4	-7	i	1.1	/	?	1%
CC(C)(C)OC(=O)NCCCCCc1nnc(SCc2cccc(F)c2)o1	-0.4	1263	i	12	9%	-1%	/	/	i	0.8	-0.3%	10%	8%
CC(C)(C)OC(=O)c1c(N)n(CCCN2CCCC2=O)c2nc3ccccc3nc12	-3.3	935	i	15	9%	-1%	7	20	i	0.2	/	1.1%	7%
C=CCNC(=O)CSCc1ccc(Br)cc1	-3.1	1091	i	36	6%	-4%	6	11	+	10*	-0.7%	0.2%	6%
COc1cccc(C(=O)N(Cc2cc3cc(C)ccc3[nH]c2=O)C(C)C)c1	-1.3	764	i	24	29%	4%	2	-7	i	0.8	-0.3%	0.8%	14%
O=C1C(=O)N(CCN2CCOCC2)C(c2ccccn2)/C1=C(/O)c1ccc(F)cc1 (stereo unspecified)	-7.2	1062	i	54	19%	1%	-2	7	i	1.2	0.4%	0.8%	12%
O=C(NCc1ccc2c(c1)OCO2)c1cc([N+](=O)[O-])ccc1N1CCCCC1	107*	213*	i	50	9%	-2%	17	-7	?	/	-0.8%	-0.2%	0%
CCN1C(=O)/C(=C\N(C)C)c2ccccc21	-0.3	1151	i	29	20%	8%	-13	-6	i	0.5	0.0%	0.8%	6%
CC1CN(C(=O)Cn2cc(S(=O)(=O)CC(=O)N(C)c3ccccc3)c3ccccc32)CC(C)O1 (stereo unspecified)	/	/	i	33	14%	-8%	/	/	i	0.7	-0.4%	1.4%	-1%
CCC1CCCCN1C(=O)CCn1ccnc1 (stereo unspecified)	-1.4	1045	i	3	8%	-9%	14	7	i	0.4	-0.8%	2.9%	9%
COc1ccc(-c2c([C@H]3[C@@H]4C=CCC[C@@]4(C)C(=O)N3Cc3ccccc3)ccc3ccccc23)cc1OC	-1.1	1101	i	33	10%	-1%	/	/	i	1.2	1.9%	8.4%	5%
COc1ccc(CNC(=O)C2CSCCS2)cc1 (stereo unspecified)	-0.5	1380	i	31	6%	-7%	-17	17	i	1.0	0.1%	1.0%	3%
O=C(CCC(=O)N1CCOc2ccc(Cl)cc21)NCCCN1CCN(Cc2ccccc2)CC1	/	/	i	10	6%	/	/	/	i	1.1	-0.4%	2.2%	8%
O=c1c(Cl)c(N2CCNCC2)cnn1C12CC3CC(CC(C3)C1)C2	-0.6	1085	i	53	8%	0%	-6	17	i	0.4	1.1%	-1.8%	-4%
Cc1cccc(Nc2nc(N)c([N+](=O)[O-])c(NCc3ccccc3)n2)c1	-1.5	1359	i	18	19%	-5%	/	/	i	1.0	-0.1%	11%	/
COc1cc(S(=O)(=O)N2CCCC3(CCCCC3)C2)ccc1-n1cnnn1	0.7	1084	i	16	12%	-4%	11	-10	/	/	-0.9%	1.5%	3%
CC(C)CCOc1cccc(OCC(=O)O)c1	/	/	/	/	8%	-6%	-17	2	i	0.0	0.1%	/	8%
N#Cc1cccc(C(=O)OCC(=O)N2CCCc3ccccc32)c1	/	/	i	47	10%	5%	/	/	i	0.6	/	-1.0%	-8%
Nc1ccn(CC(=O)NCc2ccc3c(c2)OCO3)c(=O)n1	/	/	i	40	/	/	/	/	i	0.5	/	-0.5%	7%
Cn1c(O)c(/C=N/Nc2ccccc2)c(=O)n(C)c1=O	9.9	876	i	56	23%	10%	67*	63*	i	0.1	-0.1%	-0.5%	12%
O=C(CCC(=O)N1CCN(c2ccccn2)CC1)Nc1nnc(C(F)(F)F)s1	0.5	1338	i	34	8%	-11%	/	/	i	0.1	0.3%	0.3%	9%
CC(C)(C)c1cc(C(=O)Nc2ccccc2)ccn1	5.3	1057	i	7	10%	-2%	1	-7	i	0.5	-0.1%	21%	5%
